Bioassay records: PubChem BioAssay, several laboratories
SKKanGAS inh: S. pyogenes SKKanGAS growth inhibitors in kanamycin, primary screen, streptokinase expression inhibitor project, SKKanGAS strain, BacTiter-Glo luminescence | inhibition, % at 7.5 µM | hit rate 1.3% among 300,000 | 6 h;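 active means mean replicate score, as percent of positive control median, at least 50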;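 further: strain carries kanamycin resistance gene driven by streptokinase promoter and grows in 40 µg/ml kanamycin; loss of luminescence reflects streptokinase promoter inhibition or plain growth inhibition; 0% = median of DMSO wells and 100% = positive control at its reference dose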
RGS4 pot: RGS4 potentiators or activators, primary screen, cell-based, HEK293 M3R inducible RGS4, calcium flux. carbachol calcium flux Fluo4; active compounds read low. B-score at 10 µM. hit rate 0.92% among 310,000. AID 463111, 2010;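 active means B-score of the integrated calcium signal more than 4 SD below the library mean, with starting fluorescence not abnormally high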;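 further: negative B-score means reduced calcium response which marks RGS4 activation or potentiation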
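Detection: kinetic calcium fluorescence imaging with Fluo4-AM dye, 2 µM / Material: HEK293 cells with stable M3R and inducible RGS4 / Schedule: recording 10 s baseline at 1 Hz, 100 s post-agonist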
MrgX1 agonist: agonists of human MrgX1 receptor, primary screen, HEK293 cells, Fluo-4 calcium flux | Fluo-4 calcium fluorescence, agonist mode; active compounds read high | hit rate 0.44% among 310,000 | B-score at 10 µM;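 active means calcium response B-score plate-corrected fluorescence ratio at least 3 library SD, with starting fluorescence B-score inside 5 SD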
Target sequence (Q96LB2 whole entry, looked up): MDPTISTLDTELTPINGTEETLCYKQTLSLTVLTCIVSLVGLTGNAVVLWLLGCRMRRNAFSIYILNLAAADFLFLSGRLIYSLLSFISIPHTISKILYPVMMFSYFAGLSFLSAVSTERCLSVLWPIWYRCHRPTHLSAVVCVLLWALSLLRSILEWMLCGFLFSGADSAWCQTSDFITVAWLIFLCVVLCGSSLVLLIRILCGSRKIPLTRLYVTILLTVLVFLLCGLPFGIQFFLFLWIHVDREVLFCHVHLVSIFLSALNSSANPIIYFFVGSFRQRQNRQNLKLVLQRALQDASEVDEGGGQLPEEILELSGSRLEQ
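System – MrgX1-expressing HEK293 cells · Incubation – cells plated overnight, dye loaded 0.5 h 37 °C, 0.5 h room temperature · Technique – kinetic Fluo-4 NW fluorescence of intracellular calcium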
RGS4 inh: RGS4 inhibitors, primary screen, cell-based, HEK293 M3R inducible RGS4, calcium flux; Regulator of G-protein signaling 4 (Homo sapiens), P49798; Fluo-4 calcium flux; active compounds read high; triggered by carbachol at its EC20; B-score at 10 µM; hit rate 0.45% among 310,000;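 active means B-score, a plate-corrected calcium signal, over three deviations above library mean, with baseline fluorescence within five deviations of library mean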;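 further: RGS4 expression induced by doxycycline in cells with stable M3 receptor; B-score is computed from the integrated fluorescence ratio over baseline after carbachol; higher B-score means a larger calcium signal and so more RGS4 inhibition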
Target sequence (P49798 whole entry, looked up): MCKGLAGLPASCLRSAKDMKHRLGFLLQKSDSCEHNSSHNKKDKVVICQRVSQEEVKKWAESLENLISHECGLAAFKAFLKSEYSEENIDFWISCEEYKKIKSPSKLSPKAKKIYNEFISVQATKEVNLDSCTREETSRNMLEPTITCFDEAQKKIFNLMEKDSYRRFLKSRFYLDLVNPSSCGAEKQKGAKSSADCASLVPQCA
MrgX1 allo act: positive allosteric modulators of MrgX1, primary screen, HEK293 cells, Fluo-4 calcium flux; hit rate 0.63% among 310,000; B-score at 10 µM; Mas-related G-protein coupled receptor member X1 (Homo sapiens), Q96LB2; FDSS; active compounds read high;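 active means plate-corrected calcium response at least 3 library SD above typical, normal starting fluorescence, not activating the receptor alone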;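 further: compound read alongside a low EC10 to EC30 dose of BAM8-22 agonist; peak minus trough fluorescence over baseline measured at the second addition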
Platelet DG rel: inhibitors of platelet dense granule secretion, primary screen, cell-based, MLPCN, human platelets; hit rate 0.22% among 300,000; human platelet-rich plasma, SFLLRN dense granule ATP release, luminescence; AID 1663, 2009; inhibition, %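 (compounds screened at 7.5 µM in platelet-rich plasma)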;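 active means mean replicate score, as percent of positive control, at or above 50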
TRPC6 inh: mouse TRPC6 channel inhibitors, primary screen, cell-based, HEK293, membrane potential dye | Short transient receptor potential channel 6 (Mus musculus), Q61143 | ACh-evoked depolarization; active compounds read low | B-score at 10 µM | hit rate 1.1% among 310,000 | AID 2553, 2010;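 active means B-score under library mean minus 3 SD, initial fluorescence not abnormally high, positive integrated signal ratio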;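 further: B-score derived from integrated fluorescence ratio over the kinetic read; more negative B-score means stronger inhibition of depolarization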
TRPC6 act: mouse TRPC6 channel activators, primary screen, cell-based, HEK293, membrane potential dye; Short transient receptor potential channel 6 (Mus musculus), Q61143; HEK293-TRPC6 membrane potential dye fluorescence; active compounds read high; B-score at 10 µM; hit rate 0.13% among 310,000; AID 2550, 2010;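 active means B-score of the integrated fluorescence ratio above library mean plus 3 SD, and starting fluorescence ratio within library mean plus 5 SD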;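 further: higher score means more depolarization so channel activation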
HIF activator: HIF pathway transcriptional activators, primary screen, cell-based, U2OS HRE-luciferase, luminescence; AID 1910, 2009; hit rate 0.32% among 300,000; U2OS HRE-luciferase reporter; normalized: DMSO 0%, desferrioxamine 100%; activation, % at 7.5 µM (by protocol);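 active means mean activation of at least 10% of the iron chelator positive control signal, with at least half of replicates also reaching 10%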
MrgX1 antagonist: antagonists of human MrgX1 receptor, primary screen, HEK293 cells, Fluo-4 calcium flux | hit rate 1.3% among 310,000 | B-score at 10 µM | AID 588676, 2011 | Mas-related G-protein coupled receptor member X1 (Homo sapiens), Q96LB2 | BAM8-22 antagonism; active compounds read low;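 active means calcium-response B-score plate-corrected more than 3 library SD below zero, starting fluorescence within 5 deviations, no agonist response on first addition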;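 further: peak minus trough fluorescence over baseline after final BAM8-22 challenge near maximal dose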
TRPC4 inh: inhibitors of mouse TRPC4 channel, primary screen, Fluo4 calcium, HEK293 TRPC4beta/mu-opioid cells; Short transient receptor potential channel 4 (Mus musculus), Q9QUQ5; DAMGO-evoked Fluo4 calcium flux; active compounds read low; B-score at 10 µM; hit rate 0.39% among 300,000; AID 2247, 2010;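 active means B-score over 3 SD under the library average, no early fluorescence shift, positive overall ratio signal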
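Signal: kinetic Fluo4 fluorescence imaging of calcium influx. Material: stable TRPC4beta/mu-opioid receptor HEK293 cells. Probe or stimulus: DAMGO in two steps, submaximal then maximal.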
The depositor's hits bear a star; i = inactive; x = no result given.

entry	SMILES	SKKanGAS inh	RGS4 pot	MrgX1 agonist	RGS4 inh	MrgX1 allo act	Platelet DG rel	TRPC6 inh	TRPC6 act	HIF activator	MrgX1 antagonist	TRPC4 inh
1	COc1ccc(S(=O)(=O)N2CCCC2C(=O)Nn2cnnc2)cc1 (centres undefined)	-23.5	i	i	i	i	-2.8	i	i	-0.2	i	i
2	O=C(CCNS(=O)(=O)c1c(Cl)cccc1Cl)OCC(=O)c1ccccc1F	11.9	i	i	i	i	5.9	i	i	0.4	i	i
3	CCOC(=O)c1c(C)nc2c(c1-c1cc(OC)c(OC)c(OC)c1)C(=O)c1ccccc1-2	-5.7	i	i	i	i	8.2	i	i	-0.2	i	i
4	Cc1sc2ncn(CC(=O)N3CCN(c4ccccn4)CC3)c(=O)c2c1S(=O)(=O)N1CCCCC1	-0.4	i	i	i	i	12.6	i	i	-0.1	i	i
5	CCn1c(C(=O)N2CCC(Cc3ccccc3)CC2)cc2sccc21	-16.8	i	i	i	i	-1.3	i	i	-0.2	i	i
6	Cc1ccc(-c2ccc(=O)n(CCC(=O)N3CCN(c4ccccc4)CC3)n2)cc1	5.8	i	i	i	i	-13.9	i	i	-35.3	i	i
7	O=S(=O)(NCC(c1ccccc1)N1CCC(O)CC1)c1ccc(Cl)cc1 (centres undefined)	2.4	i	i	i	i	-3.8	i	i	-0.5	i	i
8	CCCc1cc2c(cc1NC(=O)c1ccccc1C)OCO2	0.9	i	i	i	i	-3.7	i	i	-0.2	i	i
9	COC(=O)C1C(=O)/C(=C/N(C)C)C(=O)CC1(C)C (centres undefined)	7.2	i	i	i	i	1.9	i	i	0.0	i	i
10	CCn1c(=O)cc(SCC(=O)N2CCN(c3ccccn3)CC2)c2ccccc21	-3.1	i	x	i	x	-11.9	i	i	-0.2	x	i
11	NC(=O)c1ccccc1NC(=O)c1ccccc1F	11.9	i	i	i	i	1.1	i	i	0.7	i	i
12	O=C1CCC(C(=O)OCC(=O)c2c[nH]c3ccccc23)=NN1	4.3	i	i	i	i	-14.0	i	i	0.2	i	i
13	Cc1ccc(C)c(-n2c(-c3csc(C)c3C)n[nH]c2=S)c1	1.7	i	i	i	i	15.9	i	i	0.2	i	i
14	CCCC(C)C(=O)Nc1ccc(NC(C)=O)cc1 (centres undefined)	0.2	i	i	i	i	-2.6	i	i	-0.1	i	i
15	Cc1cccc(-c2cc(C(=O)N/N=C/c3cccnc3)c3ccccc3n2)c1	11.9	i	i	i	i	14.0	i	i	1.1	i	i
16	Cc1cc2cc(C(c3nnnn3C3CCCC3)N(Cc3cccnc3)Cc3ccco3)c(=O)[nH]c2cc1C (centres undefined)	8.2	i	i	i	i	8.3	i	i	-0.5	i	i
17	COc1cccc(C(=O)/C=C/Nc2ccc(S(=O)(=O)Nc3cccc(C(C)=O)c3)cc2)c1	27.9	i	i	i	i	4.6	i	i	-0.9	i	i
18	Cc1csc(NC(=O)Cc2c[nH]c3ccccc23)n1	0.1	i	i	i	i	-0.2	i	i	1.7	i	i
19	CCOc1ccc(C(=O)Nc2nnc(C)s2)cc1OCC	-3.3	i	i	i	i	2.8	i	i	1.2	i	i
20	COc1ccc(OC)c(N(CC(=O)Nc2cccnc2)S(=O)(=O)c2ccccc2)c1	-1.0	i	i	i	i	-1.3	i	i	-0.4	i	i
21	CC(Oc1ccc(-c2nnco2)cc1)C(=O)N1CCOCC1 (centres undefined)	7.3	i	i	i	i	21.9	i	i	-0.2	i	i
22	CCN(C(=O)CSc1nc2ccccc2n1CCc1ccccc1)C1CCS(=O)(=O)C1 (centres undefined)	0.5	i	i	i	i	-4.9	i	i	-0.2	i	i
23	CC1(C)C2([N+](=O)[O-])CN(CCO)CC1([N+](=O)[O-])CN(CCO)C2	7.5	i	i	i	i	-0.7	i	i	-0.2	i	i
24	CC(C)C(NC(=O)OCc1ccccc1)C(=O)NCc1ccc(C(=O)O)cc1 (centres undefined)	0.8	i	i	i	i	-24.5	i	i	-0.1	i	i
25	C[C@@H]1CCC[C@@]2(O[C@H](CCO)C[C@H](O)[C@H]2O)O1	11.5	i	i	i	i	4.7	i	i	-1.7	i	i
26	COc1ccc(-n2cnc3cc(NCc4ccco4)ccc32)cc1	1.7	i	i	i	i	8.5	i	i	1.1	i	i
27	CC1Cn2c(nnc2-c2cc3ccccc3cc2O)S1 (centres undefined)	-11.2	i	i	i	i	3.3	i	i	-0.3	i	i
28	Cc1nnc(N2CCN(Cc3ccccc3)CC2)[nH]c1=O	-0.3	i	i	i	i	-6.0	i	i	0.3	i	i
29	O=C(Nc1cc(Cl)ccc1F)C1=COCCO1	-7.0	i	i	i	i	-9.0	i	i	1.0	i	i
30	Cc1oc(-c2ccc(-c3ccccc3)cc2)nc1CN1CCN(CC(=O)N(C)C)CC1	13.8	i	i	i	i	13.9	i	i	0.0	i	i
31	Cc1cc(C)c(C#N)c(SCc2nnc(-c3ccccc3)o2)n1	1.7	i	i	i	i	2.9	i	i	-3.5	i	i
32	O=C(C1CC(=O)N(C2CCCCC2)C1)N1CCN(c2cccc(C(F)(F)F)c2)CC1 (centres undefined)	-7.8	i	i	i	i	3.9	i	i	-0.2	i	i
33	C[C@H](NC(=O)C1CC(=O)N(c2ccc3c(c2)OCO3)C1)C(=O)NC1CCCCC1 (some centres undefined)	-1.1	i	i	i	i	1.0	i	i	0.3	i	i
34	NC(Cc1c[nH]c2ccccc12)C(=O)NCc1ccccc1 (centres undefined)	2.1	i	i	i	i	-0.2	i	i	-6.9	i	i
35	CN1CCN(C(=O)c2cc(=O)c3cc(Cl)cc(Cl)c3o2)CC1	-0.7	i	i	i	i	2.9	i	i	-0.7	i	i
36	CC12CCC(=O)N1C(C(=O)NCCN1C(=O)S/C(=C\c3ccc(F)cc3)C1=O)CS2 (centres undefined)	-8.1	i	i	i	i	-5.1	i	i	-0.2	i	i
37	Cc1cc(NC(=O)CCC(=O)N(CC(=O)NCC2CCCO2)Cc2ccc(F)cc2)no1 (centres undefined)	-6.5	i	i	i	i	9.0	i	i	0.3	i	i
38	CCCCC(=O)Nc1ccc(N2CCN(c3ccc(F)cc3)CC2)cc1	2.5	i	i	i	i	-4.6	i	i	0.7	i	i
39	CCOC(CCNC(=O)CCC(=O)Nc1ccc2nc(N3CCN(C)CC3)cc(C)c2c1)OCC	2.2	i	i	i	i	4.0	i	i	-0.2	i	i
40	COc1cccc(NC(=O)N2CCCC(C(=O)Nc3ccccc3OC)C2)c1 (centres undefined)	3.3	i	i	i	i	-5.3	i	i	0.5	i	i
41	O=C(CSc1nc2cc(Cl)ccc2c(=O)n1Cc1ccco1)Nc1ccc(S(=O)(=O)N2CCOCC2)cc1	14.6	i	i	i	i	2.6	i	i	-0.2	i	i
42	Cc1cccc(C)c1NC(=O)NC1(C(=O)NCc2ccncc2)CCCCC1	8.9	i	i	i	i	14.3	i	i	-0.4	i	i
43	C/C(N)=C(/C#N)C(=O)CSc1nnc(Nc2ccccc2C)s1	-7.2	i	i	i	i	-0.4	i	i	1.8	i	i
44	CC1(C)CC(=O)C2=C(C1)OC(N)=C(C#N)C2c1ccsc1 (centres undefined)	5.9	i	i	i	i	1.6	i	i	0.0	i	i
45	C=CCOc1ccc(/C=N/N2C(=O)C(CC(=O)Nc3ccc(F)cc3F)SC2=NC)cc1 (centres undefined)	1.5	i	i	i	i	0.4	i	i	-0.9	i	i
46	COc1ccc(OCC(O)Cn2c(=N)n(CCN3CCOCC3)c3ccccc32)cc1 (centres undefined)	-2.6	i	i	i	i	-4.1	i	i	1.0	i	i
47	C=CCCCN(Cc1ccccc1)S(=O)(=O)c1ccccc1Br	33.8	i	i	i	i	-6.0	i	i	-0.4	i	i
48	CCc1ccc(N(CC(=O)N2CCOCC2)S(C)(=O)=O)cc1	-2.9	i	i	i	i	4.9	i	i	0.1	i	i
49	Cc1ccc2c(c1)cc1c(=O)n(CC(=O)N3CCCC3)nc(C)n12	-3.3	i	i	i	i	3.8	i	i	0.0	i	i
50	O=C(Cn1cc([N+](=O)[O-])cn1)N1CCCc2ccccc21	-3.0	i	i	i	i	2.6	i	i	0.6	i	i

Later entries.
entry	SMILES	SKKanGAS inh	RGS4 pot	MrgX1 agonist	RGS4 inh	MrgX1 allo act	Platelet DG rel	TRPC6 inh	TRPC6 act	HIF activator	MrgX1 antagonist	TRPC4 inh
51	C=COCCNC(=S)N1CCOCCOCCN(C(=S)NCCOC=C)CCOCCOCC1	-1.7	i	i	i	i	-6.7	i	i	-0.2	i	i
52	CCn1c(COc2ccc(OC)cc2)nnc1SCc1nc2ccccc2c(=O)[nH]1	11.1	i	i	i	i	-0.3	i	i	-0.3	i	i
53	O=C(NCCS(=O)(=O)N1CCN(c2cccc(Cl)c2)CC1)c1ccc2c(c1)OCO2	-5.3	i	i	i	i	-1.7	i	i	-0.1	i	i
54	CCCNC(=O)CSc1nnc(-c2ccccc2Br)n1-c1cccc(C(F)(F)F)c1	x	i	i	i	i	-2.4	i	i	0.2	i	i
55	CN1C(C)(C)CC(NC(=O)c2ccco2)CC1(C)C	-0.2	i	i	i	i	-1.3	i	i	-0.4	i	i
56	O=C(COC(=O)Cc1ccsc1)Nc1ccc(Cl)c(S(=O)(=O)N2CCOCC2)c1	-7.3	i	i	i	i	-15.7	i	i	0.2	i	i
57	O=C(Nc1ccc(Br)cn1)c1ccc([N+](=O)[O-])cc1Cl	12.3	i	i	i	i	8.4	i	i	1.7	i	i
58	O=NNc1nc2ccccc2n1Cc1ccccc1	26.7	i	i	i	i	2.5	i	i	0.1	i	i
59	CCOc1ccc(-n2c(O)c(/C=N/Nc3nc(C)cc(C)n3)c3ccccc3c2=O)cc1	x	i	i	i	i	x	i	i	x	i	i
60	O=c1c2c(-c3ccccc3)csc2ncn1/N=C/c1ccc(O)c([N+](=O)[O-])c1	25.6	i	i	i	i	4.3	i	i	-0.1	i	i
